Screening data: PubChem, Sanford-Burnham Center for Chemical Genomics
CXCR6 inh = CXCR6 receptor inhibitors, primary screen, cell-based, beta-arrestin, luminescence, CHO-K1 PathHunter, 1536-well; C-X-C chemokine receptor type 6 (Homo sapiens), O00574; inhibition, % at 20 µM; hit rate 0.36% among 360,000; AID 602244, 2012; in the data active = inhibition above about 34%, passing the limit was not always enough;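 also: antagonist mode with CXCL16 agonist at 10 nM final; 0% = 10 nM CXCL16 with DMSO and 100% = unstimulated wells without agonist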
A3G deaminase = APOBEC3G DNA deaminase inhibitors, primary screen, biochemical, fluorescence, single-stranded DNA substrate, uHTS; inhibition, % at 20 µM; recombinant A3G, ssDNA deamination FAM/TAMRA fluorescence; hit rate 0.28% among 330,000; AID 493012, 2011; DNA dC->dU-editing enzyme APOBEC-3G (Homo sapiens), Q9HC16;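 active = inhibition of at least 40% at 20 µM, with no more than 30% in the related APOBEC3A deaminase screen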;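 also: plate controls were DMSO wells with A3G for no effect and wells lacking A3G enzyme for full effect; some compounds called inactive have numbers as strong as hits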
EBI2 antag = EBI2 receptor antagonists, beta-arrestin recruitment, primary screen, cell-based, luminescence, 7a,25-OHC stimulation, uHTS. G-protein coupled receptor 183 (Homo sapiens), P32249. 7a,25-OHC stimulated. inhibition, % at 5 µM. hit rate 0.81% among 360,000. AID 651636, 2012; in the data active = inhibition above about 38%;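 also: enzyme fragment complementation signal reports receptor beta-arrestin coupling in cells; 0% = agonist plus DMSO wells and 100% = wells without agonist; some results beyond the cut were filed as inactive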
Target sequence (P32249 whole entry, looked up, the tested form may be a part): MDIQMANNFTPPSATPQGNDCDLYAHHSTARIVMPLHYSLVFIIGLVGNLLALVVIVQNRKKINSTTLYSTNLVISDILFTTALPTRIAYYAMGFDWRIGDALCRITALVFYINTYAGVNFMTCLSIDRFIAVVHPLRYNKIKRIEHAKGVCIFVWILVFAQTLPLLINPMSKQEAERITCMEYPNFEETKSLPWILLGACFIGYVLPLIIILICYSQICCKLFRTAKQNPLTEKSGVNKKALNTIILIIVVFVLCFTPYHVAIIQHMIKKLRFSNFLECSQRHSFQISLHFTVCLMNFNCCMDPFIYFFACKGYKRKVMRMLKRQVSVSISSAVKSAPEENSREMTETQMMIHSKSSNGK
CCR6 antagonist = CCR6 receptor antagonists, primary screen, cell-based, CHO-K1, luminescence, beta-arrestin, uHTS; C-C chemokine receptor type 6 (Homo sapiens), P51684; CHO-K1 CCR6 PathHunter beta-arrestin, CCL20-stimulated; inhibition, % at 20 µM; hit rate 0.49% among 340,000; AID 493098, 2011;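 active = compounds whose inhibition of the agonist-driven luminescence signal at 20 µM reaches about 50%, limit read from the data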;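 also: cells stimulated with CCL20 at 14 nM final; plate controls were DMSO with CCL20 for no effect and DMSO without agonist for full effect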
Target sequence (P51684 whole entry, looked up): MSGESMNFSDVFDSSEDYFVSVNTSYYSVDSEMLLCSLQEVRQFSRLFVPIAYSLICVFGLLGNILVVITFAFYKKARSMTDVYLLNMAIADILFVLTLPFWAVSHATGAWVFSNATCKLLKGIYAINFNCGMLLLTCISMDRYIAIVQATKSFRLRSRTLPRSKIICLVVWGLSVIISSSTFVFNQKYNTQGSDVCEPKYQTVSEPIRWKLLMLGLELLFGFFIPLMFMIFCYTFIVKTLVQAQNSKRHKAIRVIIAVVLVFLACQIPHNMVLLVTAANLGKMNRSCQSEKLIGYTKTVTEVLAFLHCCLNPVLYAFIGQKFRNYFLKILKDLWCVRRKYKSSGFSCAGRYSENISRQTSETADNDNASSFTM
A3A deaminase = APOBEC3A ssDNA deaminase inhibitors, primary screen, selectivity assay for APOBEC3G inhibitor project, biochemical, FAM/TAMRA oligo cleavage fluorescence; DNA dC->dU-editing enzyme APOBEC-3A (Homo sapiens), P31941; recombinant A3A, FAM/TAMRA ssDNA deamination fluorescence; inhibition, % at 20 µM; hit rate 0.41% among 330,000; AID 493011, 2011;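 active = at least 40% inhibition at 20 µM here, with at most 30% in a related deaminase screen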;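 also: plate controls were A3A with DMSO for no effect and wells lacking A3A enzyme for full effect; some results filed as inactive read as strong as hits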
Gli-Sufu antag = Gli-Sufu pathway antagonists, primary screen, luciferase luminescence, Sufu-KO-LIGHT cells, uHTS; AID 588413, 2011; hit rate 0.74% among 340,000; inhibition, % at 5 µM; Sufu-KO-LIGHT fibroblasts, Gli luciferase reporter luminescence;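 active = inhibition above about 55%, limit read from the data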;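 also: 0% = DMSO-treated cells and 100% = wells with medium but no cells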
MPTP block = mitochondrial permeability transition pore inhibitors, primary screen, biochemical, isolated mouse mitochondria, absorbance; hit rate 1.4% among 360,000; inhibition, % at 10 µM; Ca2+ swelling absorbance, 30 min;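 active = inhibition of 50% or more, scaled per plate between neutral and stimulator controls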;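 also: 0% = DMSO wells given calcium and 100% = 1 mM EGTA wells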
GRIN3A LBD mod = binders of NR3A ligand-binding domain, primary screen, biophysical, differential scanning fluorimetry, uHTS; NR3A LBD differential scanning fluorimetry, Tm shift; 0% = protein alone, 100% = glycine-bound protein; Tm shift relative to glycine control, % at 25 µM; hit rate 2.5% among 340,000; Glutamate receptor ionotropic, NMDA 3A (GRIN3A) ligand-binding domain;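 active = melting temperature shift of at least 10% of the positive control shift, at one fixed dose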
* hit, by the source's call; · = not tested or not shown.

SMILES	MPTP block	A3G deaminase	GRIN3A LBD mod	CCR6 antagonist	Gli-Sufu antag	EBI2 antag	A3A deaminase	CXCR6 inh
CCOc1ccc(CC(=O)Nc2c(C(N)=O)oc3ccccc23)cc1OCC	-2.3	-3	1	5	2	-1	-1	-2
O=C(O)C1Oc2cc3ccccc3cc2O1	1.6	5	1	10	3	-7	31	-1
O=C(O)c1ccccc1C(=O)Nc1ccc(Oc2ccc3ccccc3c2)cc1	0.5	-1	-3	3	1	5	-1	-7
CC(=O)Nc1ccc(OCCOc2ccc([N+](=O)[O-])cc2)cc1	0.0	-4	2	-5	-8	-4	-1	5
CCCCCCCCOC(=O)CCc1c(C)[nH]c(=S)[nH]c1=O	-0.2	-1	0	12	10	7	1	1
CCOC(=O)c1cnc2ccccc2c1Nc1cc(C(=O)O)ccc1C	-0.9	-5	-2	7	-2	-6	5	3
Cc1ccc(N2CC(C(=O)Nc3ccccc3OC(F)F)CC2=O)cc1 (centres undefined)	-0.6	-6	-1	2	-4	6	-3	3
CCC(C)(C)c1ccc(OCC(=O)N(C)C)c(C(C)(C)CC)c1	13	5	3	42	15	9	5	6
COc1cc(C(=O)NCCCN2CCCC2=O)cc(OC)c1OC	-1.9	-7	-1	-11	-3	-7	-4	6
CCn1c(=O)c(C(=O)NCCc2ccc(OC)c(OC)c2)c(O)c2ccccc21	0.8	1	1	-6	7	-1	3	1
O=C(Nc1ccc([N+](=O)[O-])cc1)N1CCCCCC1	62*	-4	0	2	-15	-6	-2	-1
C=CCn1c(O)c(N=Nc2nc3ccccc3c(=O)n2-c2ccccc2)c2ccccc21	2.5	1	-8	17	-4	-8	1	5
COC(=O)c1ccccc1Sc1c(/C=N/OCc2ccc(Cl)cc2)c(C(F)(F)F)nn1C	2.3	-6	1	13	1	21	-3	4
O=C(/C=C/c1ccccc1)NC(=S)Nc1ccccc1O	1.4	5	-1	30	26	-1	0	15
CCc1nc2ccc(C(=O)NCCc3ccco3)cc2nc1CC	0.0	1	3	-8	-32	-22	-1	-1
CCOC(=O)c1c(NC(C)=O)sc2c(OC)c(Br)ccc12	-0.5	-1	0	-16	·	-14	1	13
O=C(CN1CCN(C(=O)c2ccccc2F)CC1)Nc1ccc(Br)cc1	1.2	12	6	-1	-1	15	-1	2
Cc1cccc(CNc2ncnc3ccc(-c4ccc5c(c4)OCCO5)cc23)c1	1.1	4	-7	10	-3	-11	1	3
O=C(COc1ccccc1)Nc1ncc2c(n1)CCCC2=O	-0.7	-6	2	12	0	2	-3	-5
FC(F)(F)c1cc(-c2cccs2)nc2ncnn12	0.1	-6	0	1	2	4	-3	3
COC(=O)c1ccccc1NC(=O)CCCn1nc(C)c2c(C)n(-c3ccccc3)nc2c1=O	1.5	-4	-1	24	50	-10	-4	0
CCOC(=O)c1sc(NC(=O)Cc2c(F)cccc2Cl)nc1C	0.3	-4	-4	7	-9	14	-8	-2
C=CCOC(=O)/C(=C\c1ccccc1)NC(=O)c1ccco1	0.2	1	-5	8	-5	-2	8	-10
COc1ccc(N2CC(C)Cn3c2nc2c3c(=O)n(Cc3ccc(F)cc3)c(=O)n2C)c(OC)c1 (centres undefined)	0.2	-1	2	11	12	18	3	5
Oc1ccc(Cl)cc1-c1cc(-c2ccccc2Cl)[nH]n1	61*	-3	10	0	19	23	-2	6
CC(=O)Nc1ccc(NC(=O)CSc2ccc3nnc(CCNS(=O)(=O)c4ccc(C)cc4)n3n2)cc1	-0.7	3	3	0	-10	-5	5	3
Cc1ccc(C(=O)NCc2ccccc2CN2CCCC2)cc1S(=O)(=O)N1CCOCC1	-1.9	-5	1	7	10	-7	-3	10
COc1ccc(-c2csc(NC(=O)C3=COCCO3)n2)cc1OC	-0.2	-5	-1	3	-43	2	-2	-10
O=S1(=O)CCS(=O)(=O)C1c1ccccc1	-0.4	-3	0	-2	3	-4	1	2
Cc1ccc(N/C=C(/C#N)c2ccsc2)cc1C	-9.6	-3	-5	19	-10	23	5	-6
Cc1cc(-c2ccccc2)nc(Oc2ccc(C(C)(C)C)cc2)c1S(C)(=O)=O	2.8	-4	-3	34	-8	-39	-1	10
O=C(c1ccc(F)cc1)N1CCN(C2=NS(=O)(=O)c3ccccc32)CC1	-2.2	-4	0	1	-8	-4	5	5
CCc1nc2ccc(C(=O)Nc3nnc(C)s3)cc2nc1CC	-0.6	-5	-1	-3	-4	-1	-4	1
CCCCCCCCCC(=O)OCC(O)CO (centres undefined)	0.1	-7	-2	1	-9	-8	-3	-2
CCCCn1c(=O)nc2n(-c3ccc(OC)cc3)c3ccccc3cc-2c1=O	-1.6	-7	-1	17	9	2	-1	5
Cc1nn(-c2ccccc2)c2nc(-c3cccs3)cc(C(=O)NN)c12	0.3	-8	-20	-9	-11	-12	0	0
O=C1/C(=C/C=C/c2ccccc2)Oc2c1ccc(O)c2CN1CCN(CCO)CC1	-1.8	-2	-2	19	-3	4	4	4
O=S(=O)(Nn1cnnc1)c1ccc(F)cc1	-0.6	-8	-1	-7	-29	-8	-1	0
CCOP(=O)(OCC)C(C#N)=C1SCN(c2ccc(Cl)cc2)CS1	-0.7	5	-4	82*	-3	2	5	28
CC1=C(C(N)=O)C(c2ccccn2)n2nc(SCc3ccccc3Cl)nc2N1 (centres undefined)	-0.4	-5	0	5	3	1	-3	6
CC(C)(C)c1nnc(NC(=O)C2CC(=O)N(CCc3ccc(F)cc3)C2)s1 (centres undefined)	-0.4	-6	-2	12	27	3	-2	6
CC1=CC(=O)C=CC1(C)C(Cl)Cl (centres undefined)	0.2	-7	-3	-1	-6	-5	-5	5
O=C(CN1CCOCC1)N/N=C/c1cccc2ccccc12	0.0	-7	-1	-3	11	-6	-4	1
COCCNC(=O)/C(C#N)=C1\N=C(NC(=O)c2cccs2)c2ccccc21	5.7	1	6	2	1	2	-2	6
CCNc1nc(Cl)nc(NC2CCCCC2)n1	-1.2	-5	-2	-4	8	-10	-5	2
O=C(COc1ccc(F)cc1)N1CCCCCCC1	-1.0	-3	0	2	10	-8	-6	3
O=S(=O)(O)c1ccc(NN=Cc2ccccc2O)cc1	-2.2	·	-6	-11	6	-3	·	-6
CC(=O)Nc1ccc(NC(=O)c2ccc(COc3ccccc3)cc2)cc1	0.2	18	10*	8	-3	-7	-3	-1
CC[C@@H](C)[C@@H](C(=O)N1CCNCC1)n1cc(CCC(=O)O)nn1	-0.9	-14	3	3	-2	4	-5	-7
O=C(NCc1ccccc1Cl)C1CCCN(S(=O)(=O)c2cccc3nonc23)C1 (centres undefined)	0.5	-8	1	10	20	2	-2	5
Cc1noc(C)c1COc1cccc(C(=O)Nc2ccc(OCc3ccccc3)cc2)c1	-0.9	1	5	19	6	8	1	3
O=C(Cc1ccc(Cl)cc1)Nc1ccc(S(=O)(=O)Nc2cnc3ccccc3n2)cc1	0.9	-6	10*	3	3	1	-4	-12
O=[N+]([O-])c1cccc(S(=O)(=O)Nc2cccc(-c3ccc(N4CCOCC4)nn3)c2)c1	-1.3	-3	-5	3	-35	2	4	9
CCOc1ccccc1OCC(=O)Nc1ccc(OC)c(S(=O)(=O)N2CCCCC2)c1	-0.9	-10	3	-1	-1	2	1	6
CCc1ccc(NC(=O)C2CCCN(S(=O)(=O)c3ccc4c(c3)CCCN4C(C)=O)C2)cc1 (centres undefined)	-1.4	-1	-2	21	5	-1	-1	3
Cc1cccnc1CN1CCN(Cc2nc(Cc3cccc(F)c3)no2)CC1	0.6	1	1	2	3	2	4	4

Among those listed so far, these contain an aryl methoxy group.
SMILES	MPTP block	A3G deaminase	GRIN3A LBD mod	CCR6 antagonist	Gli-Sufu antag	EBI2 antag	A3A deaminase	CXCR6 inh
COc1cc(C(=O)NCCCN2CCCC2=O)cc(OC)c1OC	-1.9	-7	-1	-11	-3	-7	-4	6
CCn1c(=O)c(C(=O)NCCc2ccc(OC)c(OC)c2)c(O)c2ccccc21	0.8	1	1	-6	7	-1	3	1
CCOC(=O)c1c(NC(C)=O)sc2c(OC)c(Br)ccc12	-0.5	-1	0	-16	·	-14	1	13
COc1ccc(N2CC(C)Cn3c2nc2c3c(=O)n(Cc3ccc(F)cc3)c(=O)n2C)c(OC)c1 (centres undefined)	0.2	-1	2	11	12	18	3	5
COc1ccc(-c2csc(NC(=O)C3=COCCO3)n2)cc1OC	-0.2	-5	-1	3	-43	2	-2	-10
CCCCn1c(=O)nc2n(-c3ccc(OC)cc3)c3ccccc3cc-2c1=O	-1.6	-7	-1	17	9	2	-1	5
CCOc1ccccc1OCC(=O)Nc1ccc(OC)c(S(=O)(=O)N2CCCCC2)c1	-0.9	-10	3	-1	-1	2	1	6
